Bioassay records as filed in PubChem BioAssay.
AmpC detergent: inhibitors of E. coli AmpC beta-lactamase with detergent. P00811. AmpC hydrolysis of nitrocefin, absorbance 480 nm, 0.01% Triton. Potency, µM (titrated, usually from 114 µM), for inactives: top-dose activity change, negative = inhibition, hits mostly inhibitors. 370,000 tested, 0.041% active. AID 485294;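 further: potency means the concentration at half of the fitted maximal effect; 0% = no-compound wells and -100% = no-enzyme wells; nearly all actives have a fitted effect of over 25% in size; some results filed as inactive show a strong effect at the top dose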
Target sequence (P00811 whole entry, looked up): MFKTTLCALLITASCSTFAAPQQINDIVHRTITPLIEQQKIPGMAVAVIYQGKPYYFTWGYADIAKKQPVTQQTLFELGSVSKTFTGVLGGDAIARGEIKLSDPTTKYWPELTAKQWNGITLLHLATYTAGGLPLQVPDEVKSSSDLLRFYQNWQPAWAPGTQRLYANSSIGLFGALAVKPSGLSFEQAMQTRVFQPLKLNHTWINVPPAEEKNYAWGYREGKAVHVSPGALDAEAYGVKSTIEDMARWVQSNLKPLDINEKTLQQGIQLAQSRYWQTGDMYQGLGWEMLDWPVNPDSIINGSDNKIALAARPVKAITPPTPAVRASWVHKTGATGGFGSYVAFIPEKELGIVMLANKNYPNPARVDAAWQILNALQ
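AmpC (5.3 nM in the dispensed reagent) in 20 mM phosphate pH 7.0 with 0.01% (detergent screen) or 0.0001% Triton X-100 was preincubated with compounds for 15 min at room temperature. Nitrocefin was then added from an 800 uM solution, and hydrolysis was followed at 480 nm.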
Giardia FBPA inh: Giardia lamblia aldolase inhibition | Potency, µM (doses to about 59.6 µM), without a hit: at the highest dose activity, negative = inhibition, actives largely listed as inhibitors | purified Giardia FBPA | 290,000 tested, 0.71% active; further: potency means the concentration at half of the fitted maximal effect; nearly all actives have a fitted effect of over 55% in size
Target sequence (A8B2U2 whole entry, looked up): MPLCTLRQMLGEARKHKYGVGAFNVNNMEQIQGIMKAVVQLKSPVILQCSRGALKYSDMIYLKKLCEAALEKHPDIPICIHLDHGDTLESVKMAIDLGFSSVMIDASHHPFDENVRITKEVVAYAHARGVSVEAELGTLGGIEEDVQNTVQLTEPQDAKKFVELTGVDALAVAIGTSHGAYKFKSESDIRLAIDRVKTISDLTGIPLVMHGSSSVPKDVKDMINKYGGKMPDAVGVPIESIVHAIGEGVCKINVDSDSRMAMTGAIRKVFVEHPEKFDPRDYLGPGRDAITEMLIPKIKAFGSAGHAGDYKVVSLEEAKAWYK
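Giardia FBPA (40 nM reagent) was preincubated 10 min at RT with compound (up to 57.5 uM final), then substrate plus GAPDH/TPI/NAD/arsenate coupling system with diaphorase/resazurin was added; resorufin fluorescence (525/598 nm) was read after 20 min.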
AMA1-RON2 inh: AMA1-RON2 (P. falciparum) interaction inhibition; Potency, µM (doses to about 58.2 µM), for inactives: at the top dose activity change, negative = inhibition, usual class: inhibitors; 360,000 tested, 0.2% active; AlphaScreen AMA1-biotinylated RON2 peptide binding;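 further: potency means the concentration at half of the fitted maximal effect; 0% = vehicle wells and -100% = peptide control; nearly all actives have a fitted effect of over 45% in size; some results filed as inactive show a strong effect at the top dose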
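AMA1 (3D7) with his tag at 25 nM final met compounds first, then biotinylated RON2 peptide at 25 nM; detection used donor plus acceptor beads, 10 µg/mL apiece, read by AlphaScreen after 30 min at room temperature.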
AmpC inh no detg: blocks E. coli AmpC beta-lactamase in detergent-free assay; P00811; AmpC nitrocefin hydrolysis, absorbance 480 nm, 0.0001% Triton; Potency, µM (series often up to 57.1 µM), inactives show at the highest dose activity change, negative = inhibition, most hits filed as inhibitors; 330,000 tested, 0.52% active; AID 485341;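 further: potency means the concentration at half of the fitted maximal effect; plate controls were no compound for no effect and no enzyme for full effect; nearly all actives have a fitted effect of over 20% in size; some results filed as inactive show a strong effect at the top dose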
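AmpC (5.3 nM in the dispensed reagent) in 20 mM phosphate pH 7.0 with 0.01% (detergent screen) or 0.0001% Triton X-100 was preincubated with compounds for 15 min at room temperature. Nitrocefin was then added from an 800 uM solution, and hydrolysis was followed at 480 nm.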
HCMV antiviral: inhibitors of human cytomegalovirus; HFF cells, HCMV-luciferase reporter, 72 h; active compounds read low; activity change, negative = inhibition, % at 57.5 µM; 410,000 tested, 4.5% active; in the data active means activity change below about -60%; inconclusive means no clear call, values can overlap the other calls; inactive means above about -39%
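Human foreskin fibroblasts infected with luciferase-reporter HCMV at MOI 1 PFU/cell, compounds at two doses. Luciferase measured 72 h post infection; normalized to buffer-only basal and Salinomycin (10uM) controls.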
Sm TGR inh: S. mansoni TGR enzyme inhibition; Q962Y6; purified TGR, DTNB reduction, TNB absorbance 405 nm; Potency, µM (series often up to 114 µM), without a hit: at the top dose activity change, negative = inhibition, actives largely listed as inhibitors; 360,000 tested, 3% active; AID 485364; further: potency means the concentration at half of the fitted maximal effect; nearly all actives have a fitted effect of over 60% in size
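First, TGR (20 nM dispensed) and NADPH were mixed with compound. Second, a 15 min room-temperature incubation followed. Third, further NADPH and then DTNB were added to start the reaction. Finally, TNB absorbance was monitored kinetically.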
An asterisk follows results filed as active; ? = inconclusive; nt = no result given; [ ] = another dose, or the depositor's remark. Unless noted, the call rests on the fitted dose curve; in most records, active means well fitted curve in the direction sought with a large enough effect; inconclusive means small, poorly fitted or top-dose-only effect, or another doubt; inactive means no such curve, though single readings can be large; an effect the other way counts as inactive or inconclusive. Unless noted, on the % scale 0 is the no-effect control and ±100 the full control effect. Outcome played no part in choosing rows. Share with any hit: about 7.8%.

SMILES	AmpC detergent	Giardia FBPA inh	AMA1-RON2 inh	AmpC inh no detg	HCMV antiviral	Sm TGR inh
COc1ccccc1OCCSc1nc(N)cc(N)n1	?	1%	-16%	-6%	52	3%
CC(=O)Nc1ccc(S(=O)(=O)NCCSCc2ccco2)cc1	1%	-6%	-6%	-46%	-19	?
CCS(=O)(=O)N1CCN(C2Cc3ccccc3C2)CC1	?	-19%	-12%	-1%	3	0%
O=C(NCCCN1CCCC1=O)C1CCN(S(=O)(=O)c2cccc(Cl)c2Cl)CC1	6%	nt	1%	87%[activator]	1	-10%
O=C(O)CSCC(=O)Nc1ccc(C2CCCCC2)cc1	2%	1%	-6%	nt	-92*	1%
Cc1cccc(C)c1NC(=O)CSCCO	?	4%	-2%	-24%	46	5%
Cc1ccc(C2CCN(C(=O)Nc3ccc(C)c(C)c3)C2)cc1 (stereo not drawn)	-1%	nt	nt	nt	?	8%
COc1ccc(COc2ccccc2C(=O)NCc2ccccc2)cc1F	-14%	0%	14%	-20%	-69*	0%
Cc1cc(NC(=O)CSCC(=O)Nc2cc(C(F)(F)F)ccc2N2CCCC2)no1	-18%	nt	0%	-17%	?	1%
Cc1ccc(Cn2nnc3c(=O)n(CC(=O)c4ccccc4)cnc32)cc1	?	12%	1%	-23%	7	-21%
CC1CCN(C(=O)CSc2nc(=O)n3cc(Cl)ccc3n2)CC1	?	nt	19%	-10%	?	-2%
C=CCOc1nc2c(c(=O)n(C)c(=O)n2C)n1Cc1ccc(Cl)cc1Cl	1%	3%	0%	-10%	1	3%
COc1ccc(NS(=O)(=O)c2csc(C(N)=O)c2)cc1	2%	-1%	12%	-10%	-17	-14%
Cc1ccc(NC(=O)N2CCN(Cc3ccc4c(c3)OCO4)CC2)cc1	?	-6%	28%	35%	4	4%
O=C(COc1ccc2c(c1)oc(=O)c1ccccc12)N[C@@H](Cc1ccccc1)C(=O)O	-13%	23%	0%	-34%	57	-2%
COc1ccc(OC(=O)CCN2C(=O)C3C4C=CC(C4)C3C2=O)cc1 (stereo not drawn)	-1%	-1%	3%	0%	-22	8%
CCc1nnc(NC(=O)C2CC(=O)N(c3ccc4c(c3)OCCO4)C2)s1 (stereo not drawn)	-10%	-4%	4%	-11%	-26	0%
N/C(=N\OC(=O)c1ccc(=O)n(Cc2ccc(Cl)cc2)c1)c1ccccn1	?	2%	36%[activator]	-21%	-38	-2%
Cc1cccc(Oc2coc3cc(OC(=O)c4cc5ccccc5oc4=O)ccc3c2=O)c1	-5%	11%	-2%	-50%	13	2%
O=C(NC1CC1)C1CCN(C(=O)c2ccc(Cl)cc2)CC1	-13%	-1%	10%	-17%	46	3%
COc1ccc(NC(=O)CN2C(=O)NC(C)(C3CC3)C2=O)cc1S(=O)(=O)N1CCOCC1 (stereo not drawn)	5%	nt	-4%	-26%	7	-24%
Clc1ccc2nc(CN3CCCc4ccccc43)cn2c1	-15%	?	?	21%	-31	?
CCN(CC)S(=O)(=O)c1ccc(NC(=O)c2ccc(Cl)nc2)cc1	-5%	-2%	2%	-30%	-62*	-9%
O=C(N/C(=C/c1ccccc1)C(=O)N1CCOCC1)c1ccc([N+](=O)[O-])cc1	6%	-1%	2%	2%	34	8%
O=[N+]([O-])c1c(NCCO)cc(N2CCC3(CC2)OCCO3)c2nonc12	2%	?	-7%	0%	-23	-3%

The list continues:
SMILES	AmpC detergent	Giardia FBPA inh	AMA1-RON2 inh	AmpC inh no detg	HCMV antiviral	Sm TGR inh
O=C(COc1ccc2c(-c3ccccc3)cc(=O)oc2c1)NC(Cc1c[nH]c2ccccc12)C(=O)O (stereo not drawn)	nt	nt	4%	-11%	-23	nt
CC(C)(C)CC(C)(C)NC(=O)c1ccccc1	-6%	1%	13%	-3%	8	nt
O=C(N/N=C/C=C/c1ccco1)c1cnccn1	3%	20µM*	21%	-5%	63	10µM*
COc1ccccc1N1CC(C(=O)Nc2ccc3c(c2)OCO3)CC1=O (stereo not drawn)	-15%	0%	-2%	-12%	-11	-2%
Cc1cc(NS(=O)(=O)c2ccc(OCCNS(C)(=O)=O)cc2)no1	-6%	6%	9%	-24%	26	3%
C=CCNC(=O)C1(S(=O)(=O)c2ccccc2)CC=CC1	-10%	-9%	23%	-15%	?	6%
NS(=O)(=O)c1ccc(CCNC(=O)C2CCCN2S(=O)(=O)c2cccc3nsnc23)cc1 (stereo not drawn)	3%	nt	12%	-11%	-27	5%
COC(=O)c1c(F)c(F)c(NCCO)c(F)c1F	-7%	-2%	3%	-2%	-7	0%
O=C(c1cc(-c2ccc(Cl)c(Cl)c2)on1)N1CCCCC1	?	11%	-4%	-8%	102	-19%
COC(=O)N/N=C(\C)c1ccccc1Br	-11%	1%	25%	-13%	40	-1%
CCOC(=O)CSC1=NC(=O)CS1	8%	8%	11%	-13%	-2	32µM*
C/C(=N\N(c1ccccc1)c1ccccc1)c1ccc(O)cc1	2%	8%	-28%	-34%	-39	-9%
COc1ccc(-c2cnnc(N/N=C/c3ccc(-c4ccc([N+](=O)[O-])cc4)o3)n2)cc1	1%	-2%	-2%	-10%	-27	-13%
Cn1ncc(Br)c1C(=O)N/N=C/c1cccc(OC2CSC2)c1	11%	?	6%	2%	-14	0%
CCOC(=O)c1nnn(CC(=O)N2N=C(c3ccc(Cl)cc3)CC2c2ccccc2)c1C(=O)OCC (stereo not drawn)	1%	10%	-1%	-22%	15	-14%
NC(=O)CCCn1c(C(=O)c2cc(Cl)c(N)c(Cl)c2)c2ccc(C(F)(F)F)cc2[n+]1[O-]	?	nt	-13%	120%[activator]	-4	?
CCn1c(SCC(=O)N2CCCCC2C)nnc1-c1ccco1 (stereo not drawn)	-3%	5%	-6%	-10%	0	45µM*
CC(C)(C)n1ncc2c(=O)n(CC(=O)NCc3ccc(F)cc3)cnc21	-3%	10%	5%	-14%	4	6%
O=C(COC(=O)CC12CC3CC(CC(Br)(C3)C1)C2)NC(=O)NCc1ccco1	0%	-2%	-17%	-24%	16	-4%
CCOC(=O)c1[nH]c2c(c1Cc1ccccc1OC)C(=O)CC(c1ccc(OC)cc1)C2 (stereo not drawn)	13%	nt	nt	nt	-35	-2%
Cc1ccc(C(=O)Nc2ccc3c(c2)OCCO3)cc1	-7%	-2%	7%	-5%	?	9%
COC(=O)CN1C(=O)C(O)(c2c(C)[nH]c3ccccc23)c2ccccc21 (stereo not drawn)	9%	nt	nt	nt	14	-3%
COCCCN(C(=O)C1CCC1)c1c(N)n(Cc2ccccc2)c(=O)[nH]c1=O	-15%	nt	3%[11.6 µM]	-12%	16	-9%
c1ccc2[nH]c(CCCc3nc4ccccc4[nH]3)nc2c1	-6%	-22%	-17%	-39%	-8	-12%
Cc1cc2oc3c(c(=O)c2cc1C)C(c1ccc(F)cc1)N(CCCN1CCOCC1)C3=O (stereo not drawn)	-1%	-2%	0%	190%[activator]	20	-35%

Continued; it opens with the three that closed the last part.
SMILES	AmpC detergent	Giardia FBPA inh	AMA1-RON2 inh	AmpC inh no detg	HCMV antiviral	Sm TGR inh
COCCCN(C(=O)C1CCC1)c1c(N)n(Cc2ccccc2)c(=O)[nH]c1=O	-15%	nt	3%[11.6 µM]	-12%	16	-9%
c1ccc2[nH]c(CCCc3nc4ccccc4[nH]3)nc2c1	-6%	-22%	-17%	-39%	-8	-12%
Cc1cc2oc3c(c(=O)c2cc1C)C(c1ccc(F)cc1)N(CCCN1CCOCC1)C3=O (stereo not drawn)	-1%	-2%	0%	190%[activator]	20	-35%
COc1ccc2oc(=O)c(C(=O)NCc3ccccn3)cc2c1	3%	-16%	0%	-5%	26	-26%
Cc1ccc(C(=O)Nc2c(C(=O)NCc3ccco3)cnn2-c2ccccc2)cc1	4%	-7%	-4%	0%	1	2%
O=C(CSC1CS(=O)(=O)c2cc([N+](=O)[O-])ccc21)NNC(=O)c1ccccc1 (stereo not drawn)	8%	-4%	26%	-24%	-10	-2%
COC(=O)/C(=C/c1ccco1)NC(=O)c1ccccc1	5%	-5%	30%[activator]	-25%	-13	-5%
CCC(=O)N(C)CCc1cc2c(c(OC)c1/C=N/NC(=O)c1ccncc1)OCO2	-2%	-12%	51%[activator]	-1%	-39	5%
Cc1cccc(NC(=S)NC(=O)CCc2ccccc2)c1	-4%	1%	-2%	-37%	-12	-3%
COc1ccc(Cn2ccnc2SCC(=O)Nc2ccccc2OC)cc1	4%	-2%	-3%	8%	-5	-1%
CCCc1ccc(/C=C2\C(=O)c3ccccc3C(O)=C2C(=O)OCC)cc1	?	?	nt	18µM*	nt	8.9µM*
C=CCNC(=O)NC(=O)COC(=O)/C=C/c1cccc([N+](=O)[O-])c1	4%	-3%	15%	-3%	-32	4%
Cc1ccc(NC(=O)c2cccc(S(=O)(=O)N3CCCc4ccccc43)c2)nc1	-9%	nt	-8%	-12%	6	0%
O=C(CSc1n[nH]c(=O)n1C1CC1)Nc1ccc(Cl)c(Cl)c1	1%	-27%	9%	-4%	-8	-13%
O=C(COc1ccc(Br)cc1F)NC1CC1	nt	nt	24%	3%	4	nt
CC(NC(=O)CN1CCCC1)c1ccccc1 (stereo not drawn)	?	-11%	-5%	-23%	34	0%
COc1ccc(-c2[nH]ncc2CN2CCC(OCc3ccccc3)CC2)c(F)c1	-4%	3%	-13%	26%	-16	0%
c1ccc2nc3c(cc2c1)CCCCC3	1%	0%	12%	6%	7	10%
CCNC(=O)NC(=O)CSc1ccccc1F	?	0%	3%	-14%	-21	0%
CC(=O)Nc1ccc(S(=O)(=O)NC2=NCN(c3cccc([N+](=O)[O-])c3)CN2)cc1	?	2%	3%	-17%	35	3%
Cc1ccc(CSc2ccc3nnc(-c4ccccn4)n3n2)cc1	0%	0%	-10%	34%	0	-3%
O=C1CC(N2CCN(c3ccccn3)CC2)C(=O)N1c1ccc(Cl)cc1 (stereo not drawn)	1%	0%	-2%	70%[activator]	15	?
CCn1c(SCC(=O)NC2CCCC2)nnc1-c1ccoc1C	-8%	11%	4%	-9%	-18	-4%
O=C1C=C(O)c2c(O)cccc2C1=O	-2%	?	nt	-43%	nt	50µM*
CCC(C)n1c(=O)c2sccc2n2c(CCCC(=O)NCc3ccccc3Cl)nnc12 (stereo not drawn)	-9%	nt	nt	nt	-26	3%
O=c1c2ccccc2nnn1CSc1nc2ccccc2c(=O)n1Cc1ccco1	-6%	0%	6%	-21%	?	0%
Cc1cc(C)cc(-n2c(C)cc(/C=N/NC(=O)c3ccncc3)c2C)c1	3%	-9%	40%[activator]	12%	1	nt
CCCC(=O)Nc1cc(-c2nc3ncccc3o2)ccc1C	-13%	2%	3%	-10%	-12	-5%

Gathered by group, those above with a COOH group (three)
SMILES	AmpC detergent	Giardia FBPA inh	AMA1-RON2 inh	AmpC inh no detg	HCMV antiviral	Sm TGR inh
O=C(O)CSCC(=O)Nc1ccc(C2CCCCC2)cc1	2%	1%	-6%	nt	-92*	1%
O=C(COc1ccc2c(c1)oc(=O)c1ccccc12)N[C@@H](Cc1ccccc1)C(=O)O	-13%	23%	0%	-34%	57	-2%
O=C(COc1ccc2c(-c3ccccc3)cc(=O)oc2c1)NC(Cc1c[nH]c2ccccc12)C(=O)O (stereo not drawn)	nt	nt	4%	-11%	-23	nt
